# Screening data: PubChem, several laboratories
# SKN-1 inh = blocks SKN-1 activity in C. elegans. C. elegans VP596 Pgst-4::GFP/RFP ratio, acrylamide-induced, 24 h. inhibition, % at 21.8 µM. hit rate 0.49% among 360,000. AID 624304;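 active = interference check ratio from 0.5 to 1.5 plus GFP to RFP signal ratio inhibition reaching or exceeding a fixed threshold, cut at about 30% in these data, passing the limit was not always enough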; note: some compounds called inactive have numbers as strong as hits
# Rpn11 block = Rpn11 (human) deubiquitinase inhibition. O00487. human 26S proteasome, Ub4-pepOG fluorescence polarization; 20S core pre-blocked with epoxomicin. calls only at 20 µM. hit rate 0.59% among 360,000. AID 588493;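 active = inhibition at 20 µM, scaled to each plate's controls, above about 33%, limit read from the data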
# Target sequence (O00487 whole entry, looked up): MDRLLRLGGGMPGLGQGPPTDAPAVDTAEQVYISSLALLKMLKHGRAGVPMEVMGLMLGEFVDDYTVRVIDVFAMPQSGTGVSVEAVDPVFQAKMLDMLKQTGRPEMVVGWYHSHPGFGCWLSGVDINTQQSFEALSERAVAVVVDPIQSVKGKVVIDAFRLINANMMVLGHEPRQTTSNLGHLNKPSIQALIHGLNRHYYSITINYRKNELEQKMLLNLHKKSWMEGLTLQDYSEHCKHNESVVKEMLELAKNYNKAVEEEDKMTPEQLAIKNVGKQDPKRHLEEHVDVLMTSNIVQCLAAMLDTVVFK
# Rin1 Abl inh = inhibitors of human Rin1-Abl protein interaction | TR-FRET Rin1/Abl binding, biochemical | inhibition, % at 7.35 µM | hit rate 0.4% among 360,000; in the data active = inhibition above about 5%, passing the limit was not always enough
# MT1-MMP act inh = blocks activation of human MT1-MMP; HT1080 RFP-PRO-GFP cells, GFP/RFP ratio fluorescence, overnight; percent of plate control window, DMSO zero; GFP/RFP ratio change, % at 20 µM; hit rate 0.061% among 360,000;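 active = GFP/RFP ratio change of at least 30% with cell ATP level not reduced by more than half and red fluorescence within 50% of control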; note: strong numbers were not always called active
#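 Material – HT1080 RFP-PRO-GFP cells · Control set – DMSO wells and RFP-L50D-GFP cells · Incubation – overnight cell settling, then overnight compound exposure, 37 °C, 5% CO2 · Compound dosing – single-point 20 µM compound, 1% DMSO · Read-out – GFP/RFP fluorescence ratio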
# CSN deneddyl inh = CSN deneddylation inhibition; Q92905; Purified CSN, SCF-Nedd8-OG deneddylation, fluorescence polarization; inhibition, % at 12.5 µM; hit rate 0.38% among 360,000; AID 651999;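 active = pattern-corrected inhibition above about 35%, with an unprinted fluorescence ratio check between 0.5 and 1.5, limit read from the data, passing the limit was not always enough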;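 note: 0% = enzyme with substrate and 100% = substrate without enzyme; some results filed as inactive read as strong as hits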
#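 Detection – fluorescence polarization · System – HEK293T-derived human Csn5 enzyme · Controls – substrate-only high control, full reaction low control · Timing – 90 min, room temperature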
# MLLE-PAM2 inh = blocks PAM2 peptide binding to the PABP1 MLLE domain; inhibition, % at 20 µM; GST-MLLE / FITC-PAM2 fluorescence polarization; hit rate 0.36% among 360,000; in the data active = inhibition above about 35%, passing the limit was not always enough;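 note: plate controls were DMSO wells with GST-MLLE for no effect and wells lacking GST-MLLE protein for full effect; some results filed as inactive read as strong as hits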
# Neddylation inh = inhibitors of human cullin neddylation | AID 651699 | P61081+Q13564 | calls only at 25 µM | TR-FRET cullin neddylation, biochemical | hit rate 0.58% among 360,000; in the data active = inhibition above about 36%
# Target sequence (P61081 whole entry, looked up): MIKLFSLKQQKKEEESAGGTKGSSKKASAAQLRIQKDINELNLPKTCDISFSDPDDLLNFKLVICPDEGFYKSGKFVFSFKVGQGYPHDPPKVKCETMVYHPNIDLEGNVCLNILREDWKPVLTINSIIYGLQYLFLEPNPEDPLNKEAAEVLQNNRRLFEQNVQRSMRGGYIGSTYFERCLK
# Target sequence (Q13564 whole entry, looked up): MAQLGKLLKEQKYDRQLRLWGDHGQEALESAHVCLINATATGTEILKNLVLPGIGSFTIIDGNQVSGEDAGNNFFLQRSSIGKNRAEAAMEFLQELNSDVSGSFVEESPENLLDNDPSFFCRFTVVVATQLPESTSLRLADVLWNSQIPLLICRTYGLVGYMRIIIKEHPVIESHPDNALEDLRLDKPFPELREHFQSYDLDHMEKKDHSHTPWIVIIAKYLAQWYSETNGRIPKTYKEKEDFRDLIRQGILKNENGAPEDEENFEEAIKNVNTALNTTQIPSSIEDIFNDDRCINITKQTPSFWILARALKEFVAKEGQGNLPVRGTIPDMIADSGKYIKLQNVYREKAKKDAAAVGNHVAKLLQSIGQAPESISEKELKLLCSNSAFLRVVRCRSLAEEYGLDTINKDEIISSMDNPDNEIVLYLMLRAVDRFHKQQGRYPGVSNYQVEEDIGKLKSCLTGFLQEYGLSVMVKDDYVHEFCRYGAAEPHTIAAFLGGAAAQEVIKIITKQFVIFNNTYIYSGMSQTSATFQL
# FAS TE block = blocks the thioesterase domain of human fatty acid synthase; hit rate 0.67% among 360,000; P49327; recombinant FAS-TE, OMFH fluorogenic substrate, fluorescence endpoint; inhibition, % at 15 µM;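 active = compounds whose normalised, plate-corrected inhibition of enzyme fluorescence in the single-dose primary screen is 50% or more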;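 note: 0% = DMSO with enzyme and 100% = substrate without enzyme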
# NadD block = inhibitors of Staphylococcus aureus NadD; AID 602399; purified NadD enzyme, colorimetric absorbance read-out; hit rate 0.78% among 360,000; inhibition, % at 20 µM; in the data active = inhibition above about 26%; note: some compounds past the cut are filed as inactive
# The depositor's hits bear a star; i = inactive; . = not tested or not shown. Random draw from the library. Share with any hit: about 3.9%.
# Under each structure: Neddylation inh	CSN deneddyl inh	FAS TE block	NadD block	MLLE-PAM2 inh	Rin1 Abl inh	Rpn11 block	MT1-MMP act inh	SKN-1 inh
(1) Fc1cccc(-n2c(-c3ccco3)nc3nc4ccccc4nc32)c1
→ .	13	-12	6	-45	1	.	-7	17
(2) O=C(NC1CCCCC1c1ccccc1)c1ccccc1 (stereo unspecified)
→ i	-5	-4	2	8	5	i	-1	-3
(3) CCCN1CCC(=O)NC1=S
→ i	1	-6	5	-1	3	i	-3	0
(4) CC1(C(=O)Nc2ccccc2)Cc2c(-c3ccc4c(c3)OCO4)ccnc2O1 (stereo unspecified)
→ i	2	9	0	1	-2	i	0	18
(5) COc1ccc(-c2nnn(CC(=O)N3CCN(c4ccc(F)cc4)CC3)n2)cc1
→ i	-2	-2	-2	11	-1	i	3	6
(6) c1ccc(COCCCn2cc(-c3ccccc3)nn2)cc1
→ i	-2	2	-1	-8	6	i	2	6
(7) O=P(Cc1nnco1)(c1ccccc1)c1ccccc1
→ i	-3	-12	-3	0	2	i	-8	3
(8) CC1CN(C(=O)CCS(=O)(=O)c2ccccc2)CC(C)O1 (stereo unspecified)
→ i	4	-5	-2	-8	1	i	-1	-23
(9) Cn1cc(-c2coc3c(C(=O)NCc4cccnc4)cccc23)cn1
→ i	2	-10	1	-55	1	i	5	1
(10) COc1ccc(N=c2cc(-c3ccc(O)cc3)oc3ccccc23)cc1
→ i	-8	9	9	7	-6	i	-20	12
(11) O=C(CN1C(=O)c2ccc(Br)cc2C1=O)NCC1CCCO1 (stereo unspecified)
→ i	6	-3	-7	-4	2	i	0	-16
(12) CCCn1c(NCc2c[nH]c3ccccc23)nc2ccccc21
→ i	5	-7	-5	-3	0	i	9	4
(13) CCN(Cc1ccccc1)c1ccc(/C=N/NS(=O)(=O)c2cccc([N+](=O)[O-])c2)cc1
→ i	-2	24	7	7	-1	i	-1	1
(14) COc1cc(CN2CCCCCC2)cc(OC)c1
→ i	-4	-5	5	2	0	i	-1	7
(15) O=C1NC(=S)N/C1=C/c1ccc(Oc2ccc(C(F)(F)F)cc2[N+](=O)[O-])c(Cl)c1
→ i	4	-9	1	1	1	i	4	10
(16) Cc1ccc(C)c(-n2nnc3ccccc3c2=O)c1
→ i	-1	2	-8	6	0	i	-4	6
(17) COc1ccccc1N=Nc1c(O)[nH]c2ccc(Br)cc12
→ i	15	-21	13	-58	0	.	-41	50*
(18) CSCC[C@H](NC(=O)Cc1c(C)c2c(cc(C)c3c(C)c(C)oc32)oc1=O)C(=O)O
→ .	-2	-3	6	0	-2	i	-1	2
(19) Cc1cc(CNCc2c(C(=O)N(C)Cc3ccccc3)nc3ccccn23)nn1C
→ i	-2	-10	-3	-4	-1	i	1	-1
(20) CSc1ccc(CNc2ccc(Cl)cc2)cc1
→ i	1	27	0	6	5	i	3	0
(21) CCCS(=O)(=O)N1CCN(C(=O)CCC2CCCC2)CC1
→ i	1	-9	-1	1	2	i	0	8
(22) CC(/C=C1\SC(=S)N(CCC(=O)Nc2nc(C)cs2)C1=O)=C\c1ccccc1
→ i	5	21	25	-10	-2	i	6	16
(23) Cc1ccc(/C=N\NC(=O)c2cc(OCC(F)(F)F)ccc2OCC(F)(F)F)cc1
→ i	1	-8	0	-6	1	i	-1	-30
(24) O=C(NCCC(=O)N1CCN(c2ccc(F)cc2)CC1)c1ccco1
→ i	1	-7	3	13	-4	i	3	11
(25) CCNc1ccc2c(Cl)cc(=O)oc2c1
→ .	-3	-12	3	5	-2	i	10	5
(26) COc1ccc(CCN2C(=O)CC(C(C)c3ccccc3)C2=O)cc1OC (stereo unspecified)
→ i	-3	-2	1	-7	-1	i	1	1
(27) CNc1snc(C)c1C(=O)OCC(=O)c1ccc(Cl)cc1
→ i	-1	23	3	10	-1	i	-3	-6
(28) COc1ccc(S(=O)(=O)NCCOc2ccccc2)cc1-n1cnnn1
→ i	-3	2	3	4	2	i	-5	8
(29) COc1ccc(C(C(N)=O)c2ncc(C(F)(F)F)cc2Cl)cc1 (stereo unspecified)
→ i	-2	-5	0	6	0	i	3	1
(30) CC(C)/C=C/C(=O)N1CCC(N2CCC(C(=O)N3CCOCC3)CC2)CC1
→ i	-1	-6	0	3	2	i	6	16
(31) CC(=O)c1cccc(Oc2cc(NN3CCCCC3)c([N+](=O)[O-])cc2[N+](=O)[O-])c1
→ i	5	25	-12	-3	1	i	0	6
(32) COCCNC(=O)CN(Cc1ccc2c(c1)OCO2)C(=O)CCC(=O)Nc1nccs1
→ i	5	-5	-4	-1	4	i	0	-3
(33) Cc1cc(C)cc(NC(=O)CN2CCCN(S(=O)(=O)c3ccc(Br)s3)CC2)c1
→ i	-4	28	6	25	4	i	5	17
(34) O=C(Nc1cccc(C(=O)N2CCOCC2)c1)NC1CCCCC1
→ i	3	-1	1	-1	2	i	-3	15
(35) COC(=O)[C@H](Cc1ccccc1)NC(=O)Cn1ccc(NC(=O)OCc2ccccc2)nc1=O
→ i	4	-10	-7	16	1	i	3	8
(36) CN(CC(=O)Nc1ccc(Cl)cc1)CC(=O)Nc1cccc(Br)c1
→ i	0	19	1	-30	-2	i	0	11
(37) Cc1cccc(C)c1NC(=O)CN(C)CC(=O)Nc1cc(Cl)ccc1C#N
→ i	5	-1	4	0	1	i	-2	-15
(38) COC(=O)C1(C(=O)OC)C[C@H](c2ccc(OC)cc2)N(Cc2ccccc2OC)[C@@H]1c1ccc(OC)cc1
→ i	0	.	.	.	.	.	5	-2
(39) CC(=O)Nc1ccc(S(=O)(=O)N2CCc3ccccc3C2)cc1
→ i	2	-1	-3	1	0	i	-1	-4
(40) COc1ccc(-c2cc(C)no2)cc1S(=O)(=O)N(C)c1ccc(C)cc1
→ i	4	16	-8	7	-2	i	-6	12
(41) Cc1cccc(/C=N/NC(=O)NC23CC4CC(CC(C4)C2)C3)n1
→ i	5	6	-4	14	-2	i	4	12
(42) CCOC(=O)c1oc2cc(O)cc(O)c2c(=O)c1OCc1ccccc1
→ i	-3	2	-3	11	-2	i	1	1
(43) COc1cccc(C(=O)NCC(=O)OCC(=O)C(C)(C)C)c1
→ i	6	-10	1	-9	-1	i	4	-9
(44) CC(C)[C@H](NC(=O)c1ccccc1)C(=O)OCC(=O)c1c(N)n(C)c(=O)n(C)c1=O
→ i	-2	-4	1	-2	0	i	0	0
(45) On1c(-c2ccccc2)nc2ccccc21
→ i	0	-7	2	-2	1	i	1	-9
(46) Cc1ccccc1C(=O)c1cccn1CC(=O)NCCN1CCN(c2cccc(C)c2C)CC1
→ i	3	-1	-11	5	1	i	0	-5
(47) O=S(=O)(Nc1ccc(-c2ccc3nncn3n2)cc1)c1ccccc1Cl
→ i	1	-3	5	9	-1	i	-3	13
(48) Cc1sc2nc(SCC(=O)N3CC(C)OC(C)C3)n(C)c(=O)c2c1C (stereo unspecified)
→ i	7	-2	1	14	3	i	-1	0
(49) Cc1cc2ccccn2c1C(=O)c1ccccc1F
→ i	-3	4	-3	-7	-2	i	1	11
(50) O=C(O)c1ccccc1-c1nc2cc(Cl)ccc2c(=O)n1O
→ i	-18	-2	3	4	3	i	-4	11
(51) CC1CCN(C(=O)COC(=O)C2CCN(S(=O)(=O)c3ccc(Cl)c(C(F)(F)F)c3)CC2)CC1
→ i	-4	15	-1	-3	1	i	-6	5
(52) CCN(CC)S(=O)(=O)c1ccc(-c2nnco2)cc1
→ i	4	-4	-4	8	1	i	-3	7
(53) COc1ccc(CNC(=O)CCC(=O)N2CCN(S(=O)(=O)c3cc([N+](=O)[O-])ccc3C)CC2)cc1
→ i	1	3	4	7	3	i	-2	2
(54) CC(C)COc1ccc(C(=O)OCC(=O)N(C)CC(=O)Nc2ccc(F)cc2)cc1
→ i	-4	-5	4	10	2	i	-1	14
(55) CN(C)S(=O)(=O)c1cccc(NC(=O)Cn2cc(C(F)(F)F)cc(Cl)c2=O)c1
→ i	-2	-2	0	1	1	i	2	-4
(56) CC(NCC(O)COCCC12CC3CC(CC(C3)C1)C2)c1ccccc1 (stereo unspecified)
→ i	5	25	0	15	3	i	-16	5
(57) COc1cccc(CN2CCC2(C)C(=O)Nc2ccc3c(c2)OCO3)c1F (stereo unspecified)
→ i	4	10	0	-4	-4	i	-1	17
(58) NNC1=N[C@H]2CS(=O)(=O)C[C@H]2S1
→ i	2	-5	1	4	-1	i	3	-3
(59) Cc1ccc(Cl)cc1NC(=S)N(Cc1ccccc1)Cc1cccnc1
→ i	5	14	-3	-29	-2	i	-1	-10
(60) CCOc1cc([C@H]2[C@@H]3CCCC[C@]3(O)CCN2CC(=O)NCc2ccco2)ccc1O
→ i	-1	-6	3	4	3	i	-4	-6
(61) COc1ccc(CCNC(=O)c2ccc3c(c2)N(Cc2ccc(C)cc2)CCS3)cc1OC
→ i	0	14	8	21	-5	i	-9	8
(62) CC1CCCCN1C(=O)C(=O)c1cn(CC(=O)N2CCCC2)c2ccccc12 (stereo unspecified)
→ i	-1	-4	-4	-12	-1	i	0	1
(63) CC(C(=O)NCc1ccccc1Cl)n1cc([N+](=O)[O-])cn1 (stereo unspecified)
→ i	1	0	3	-5	-2	i	-1	-1

# Molecules above with an aryl methoxy group (13):
# Under each structure: Neddylation inh	CSN deneddyl inh	FAS TE block	NadD block	MLLE-PAM2 inh	Rin1 Abl inh	Rpn11 block	MT1-MMP act inh	SKN-1 inh
(5) COc1ccc(-c2nnn(CC(=O)N3CCN(c4ccc(F)cc4)CC3)n2)cc1
→ i	-2	-2	-2	11	-1	i	3	6
(10) COc1ccc(N=c2cc(-c3ccc(O)cc3)oc3ccccc23)cc1
→ i	-8	9	9	7	-6	i	-20	12
(14) COc1cc(CN2CCCCCC2)cc(OC)c1
→ i	-4	-5	5	2	0	i	-1	7
(17) COc1ccccc1N=Nc1c(O)[nH]c2ccc(Br)cc12
→ i	15	-21	13	-58	0	.	-41	50*
(26) COc1ccc(CCN2C(=O)CC(C(C)c3ccccc3)C2=O)cc1OC (stereo unspecified)
→ i	-3	-2	1	-7	-1	i	1	1
(28) COc1ccc(S(=O)(=O)NCCOc2ccccc2)cc1-n1cnnn1
→ i	-3	2	3	4	2	i	-5	8
(29) COc1ccc(C(C(N)=O)c2ncc(C(F)(F)F)cc2Cl)cc1 (stereo unspecified)
→ i	-2	-5	0	6	0	i	3	1
(38) COC(=O)C1(C(=O)OC)C[C@H](c2ccc(OC)cc2)N(Cc2ccccc2OC)[C@@H]1c1ccc(OC)cc1
→ i	0	.	.	.	.	.	5	-2
(40) COc1ccc(-c2cc(C)no2)cc1S(=O)(=O)N(C)c1ccc(C)cc1
→ i	4	16	-8	7	-2	i	-6	12
(43) COc1cccc(C(=O)NCC(=O)OCC(=O)C(C)(C)C)c1
→ i	6	-10	1	-9	-1	i	4	-9
(53) COc1ccc(CNC(=O)CCC(=O)N2CCN(S(=O)(=O)c3cc([N+](=O)[O-])ccc3C)CC2)cc1
→ i	1	3	4	7	3	i	-2	2
(57) COc1cccc(CN2CCC2(C)C(=O)Nc2ccc3c(c2)OCO3)c1F (stereo unspecified)
→ i	4	10	0	-4	-4	i	-1	17
(61) COc1ccc(CCNC(=O)c2ccc3c(c2)N(Cc2ccc(C)cc2)CCS3)cc1OC
→ i	0	14	8	21	-5	i	-9	8
